# Screening data from PubChem.
# MLL CXXC-DNA inh = qHTS Fluorescence Polarization Assay for Inhibitors of MLL CXXC domain - DNA interaction. Histone-lysine N-methyltransferase 2A (Homo sapiens), Q03164. MLL-CXXC / FITC-HOXA9 DNA fluorescence polarization. Potency, µM (top dose mostly 115 µM), without a hit: at the top dose activity change, negative = inhibition, hits mostly inhibitors. 0.037% of 290,000 active; active means well fitted inhibition curve with a large enough effect in the polarisation, with a control signal flat, not every such curve was filed as active; inconclusive means small, poorly fitted or top-dose-only effect, or effect the other way, or a change in a side signal; inactive means no such curve, though single readings can be large or run the other way; the % refers to the polarisation; further: potency means the concentration at half of the fitted maximal effect
#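 Fluorescence polarization: 7 uM MLL-CXXC (stock) preincubated 5 min with compounds, then 50 nM fluorescein-HOX-A9 DNA (stock) added; 30 min ambient. Buffer 50 mM Tris-HCl pH 7.5, 50 mM NaCl, 1 mM DTT, 0.05% BSA.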
# MBNL1-CUG inh = qHTS Assay for Inhibitors of MBNL1-poly(CUG) RNA binding | TR-FRET MBNL1-His/biotin-(CUG)12 binding, 665/545 ratio | AID 2675, 2010 | Muscleblind-like protein 1 (Homo sapiens), Q9NR56 | 0.036% of 280,000 active | Potency, µM (top dose mostly 57.5 µM), inactives show at the highest dose activity change, negative = inhibition, hits mostly inhibitors; active means well fitted inhibition curve with a large enough effect in the signal ratio, with a control signal flat, not every such curve was filed as active; inconclusive means small, poorly fitted or top-dose-only effect, or effect the other way, or a change in a side signal; inactive means no such curve, though single readings can be large or run the other way; the % refers to the signal ratio; further: potency means the concentration at half of the fitted maximal effect; on the % scale 0 is the no-effect control and ±100 the full control effect
# Target sequence (Q9NR56 whole entry, looked up): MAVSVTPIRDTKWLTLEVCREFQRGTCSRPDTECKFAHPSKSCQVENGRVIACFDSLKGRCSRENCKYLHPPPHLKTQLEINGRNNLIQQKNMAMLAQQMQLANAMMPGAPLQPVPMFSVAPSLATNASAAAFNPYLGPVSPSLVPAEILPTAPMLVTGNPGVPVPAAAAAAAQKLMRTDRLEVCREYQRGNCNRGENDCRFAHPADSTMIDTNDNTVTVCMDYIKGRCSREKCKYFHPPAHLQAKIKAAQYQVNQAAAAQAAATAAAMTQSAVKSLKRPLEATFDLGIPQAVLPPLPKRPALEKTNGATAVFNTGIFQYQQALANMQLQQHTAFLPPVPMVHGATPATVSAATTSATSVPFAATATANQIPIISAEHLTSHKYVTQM
#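 Inhibition of protein-RNA binding appears as loss of TR-FRET between terbium anti-His antibody on MBNL1-His and streptavidin-XL665 on biotin-(CUG)12. Activity is normalized to buffer-only and uninhibited-complex controls.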
# Integrin act MD = qHTS for Activators of Integrin-Mediated Alleviation for Muscular Dystrophy. alpha7betagal myoblasts, beta-gal FDG fluorescence, 48 h. Potency, µM (top dose mostly 38.3 µM), without a hit: at the highest dose activation, most hits filed as activators. 0.064% of 350,000 active;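 further: potency means the concentration at half of the fitted maximal effect; 100% = response of the positive control SU9516; nearly all actives have a fitted effect of over 60% in size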
#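 Alpha7betagal+/- myoblasts (passage 13) were plated 16-24 hr, then exposed to compounds (1:260 dilution of DMSO stock) for 48 hours at 37C. After MPER lysis, β-galactosidase reporter activity was read as FDG fluorescence (ex 480/em 540) after 30 minutes.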
# KCNH2 3.1 inh = qHTS for Inhibitors of KCHN2 3.1: Mutant qHTS. Potassium voltage-gated channel subfamily H member 2, brain isoform KCNH2 3.1 (human). U2OS KCNH2 3.1, thallium flux FluxOr; active compounds read low. activity change, % (tested at about 1.8 µM). 0.95% of 340,000 active;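 active means maximum activity change below -70%; inconclusive means maximum activity change from -70% to -50%; inactive means maximum activity change above -50%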;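 further: thallium influx rate constant from kinetic fluorescence after stimulation buffer; on the % scale 0 is the no-effect control and ±100 the full control effect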
#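 Kinetic fluorescence (2 min after stimulation buffer) measures Tl+ influx through KCNH2 3.1 expressed by viral transduction in U2OS cells; the rate constant is normalized against DMSO controls serving as positive and negative references.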
# KCNH2 WT inh = qHTS for Inhibitors of KCHN2 3.1: Wildtype qHTS; Voltage-gated inwardly rectifying potassium channel KCNH2 (Homo sapiens), Q12809; U2OS, BacMam KCNH2, thallium flux FluxOr; active compounds read low; activity change, % at 1.84 µM; 0.37% of 340,000 active; AID 720551, 2013;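 active means maximum activity change below -70%; inconclusive means maximum activity change between -70% and -50%; inactive means maximum activity change above -50%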; further: on the % scale 0 is the no-effect control and ±100 the full control effect
#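 U2OS cells were transduced with wild-type KCNH2 virus (2.03 x 10^8 / mL) for 4 h at room temperature, then cultured overnight at 37 C. Thallium flux was read with FluxOr dye. Rate constants were normalized to DMSO controls.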
# ASM inhibitor = Inhibitors of Secretory Acid Sphingomyelinase (S-ASM): qHTS. placental ASM, HMU-PC fluorogenic substrate, 60 min. Potency, µM (doses to about 57.5 µM), without a hit: at the highest dose activity change, negative = inhibition, most hits filed as inhibitors. 0.006% of 340,000 active; further: potency means the concentration at half of the fitted maximal effect
#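 Human placenta-derived ASM enzyme was preincubated with compound for 10 minutes at room temperature, then given fluorogenic substrate HMU-PC0 (9 uM final) for 60 minutes at 37 °C; a pH 10 stop preceded fluorescence reading at Ex 386/Em 447 nm.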
# Coupling enz = qHTS Assay for Inhibitors of Fructose-1,6-bisphosphate Aldolase from Giardia Lamblia: Coupling assay counterscreen; coupling enzyme system counterscreen, AmpLite Red fluorescence; activity change, negative = inhibition, % at 58.2 µM, hits read low; 0.67% of 290,000 active; in the data active means activity change below about -30%; further: on the % scale 0 is the no-effect control and ±100 the full control effect
#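 Counterscreen of the coupled detection system alone, without aldolase: glyceraldehyde-3-phosphate coupling enzymes plus AmpLite Red readout. Compounds at 57.5 uM final, 10 min RT preincubation, 20 min RT reaction, fluorescence 525/598 nm.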
# GALK inh = qHTS Assay for Inhibitors of Human Galactokinase (GALK); P51570; Purified GALK, Kinase-Glo residual ATP luminescence; Potency, µM (doses to about 57.5 µM), for inactives: top-dose activity change, negative = inhibition, most hits filed as inhibitors; 0.007% of 270,000 active; further: potency means the concentration at half of the fitted maximal effect; on the % scale 0 is the no-effect control and ±100 the full control effect
# Target sequence (P51570 whole entry, looked up): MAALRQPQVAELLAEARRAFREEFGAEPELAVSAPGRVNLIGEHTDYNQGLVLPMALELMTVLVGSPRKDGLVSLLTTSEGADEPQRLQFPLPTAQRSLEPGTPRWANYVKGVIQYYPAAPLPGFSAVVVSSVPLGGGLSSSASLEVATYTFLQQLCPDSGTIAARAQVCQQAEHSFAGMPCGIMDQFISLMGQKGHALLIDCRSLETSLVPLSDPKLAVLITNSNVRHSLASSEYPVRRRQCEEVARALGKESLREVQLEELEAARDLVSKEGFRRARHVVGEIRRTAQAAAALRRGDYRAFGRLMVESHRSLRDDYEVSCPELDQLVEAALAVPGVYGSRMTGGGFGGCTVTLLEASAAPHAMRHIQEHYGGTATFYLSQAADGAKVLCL
#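 Galactose (100 uM) and ATP (35 uM) were turned over by 5 nM GALK for 1 h at RT. Kinase-Glo Plus then converted the remaining ATP into a luminescent signal.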
# A-T KAP1 phos = qHTS Assay for Identifying a Potential Treatment of Ataxia-Telangiectasia | […] A-T fibroblasts, KAP-1 phosphorylation AlphaLISA; neocarzinostatin DNA damage 30 min before lysis | Potency, µM (highest dose often 57.5 µM), for inactives: top-dose activation, actives largely listed as activators | 0.19% of 320,000 active | AID 485349, 2010; further: potency means the concentration at half of the fitted maximal effect; % of control where 0% means no effect; nearly all actives have a fitted effect of over 45% in size
#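 hTERT-immortalized A-T patient fibroblasts ([…]), 500 cells/well in OPTI-MEM, 1% FBS, got compounds for 60 min, then NCS for 30 min at 37C. Lysates were then assayed for phospho-KAP-1 by AlphaLISA (anti-pKAP1 donor, anti-KAP1 acceptor beads), 6 hr at 25C.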
# TRPV1 agonist = HTS Assay for Compounds that Act as Agonists of the Vanilloid Receptor 1 | TRPV1-expressing cells, Fluo-8 calcium influx, agonist mode | 0.19% of 320,000 active | AID 540275, 2011 | activation, % at 8.33 µM; in the data active means activation above about 80%; inconclusive means between about 30% and that limit; further: 0% is about no effect
#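 Fluo-8 calcium influx in TRPV1-expressing cells, kinetic read (ex 480/em 520 nm). Compound added and read 3 min for agonist activity, followed by capsaicin at EC20 final and 2 min further read for enhancement.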
# * = called active by the depositor; i = inactive; ? = inconclusive; / = not tested or not shown; [ ] = remark or other dose. Unless noted, the call rests on the fitted dose curve; in most records, active means well fitted curve in the direction sought with a large enough effect; inconclusive means small, poorly fitted or top-dose-only effect, or another doubt; inactive means no such curve, though single readings can be large; an effect the other way counts as inactive or inconclusive.
SMILES,MLL CXXC-DNA inh,MBNL1-CUG inh,Integrin act MD,KCNH2 3.1 inh,KCNH2 WT inh,ASM inhibitor,Coupling enz,GALK inh,A-T KAP1 phos,TRPV1 agonist
CN(C)CCNc1nc2sc3c(c2c(=O)n1Cc1ccccc1)CCCCC3,-10%,-3%,-75%[inhibitor],-36,3,-6%,3,-2%,5%,9
COc1ccccc1OCc1nc(C#N)c(N2CCCC2)o1,0%,1%,6%,-14,18,1%,2,1%,0%,10
O=C(Nc1nccs1)C(c1ccccc1)N1CCCCC1 (stereo not drawn),-2%,-9%,13%,-1,-9,8%,2,0%,2%,7
N#Cc1nc(-c2ccccc2F)oc1NC1CCCCC1,3%,20%,-1%,14,6,1%,0,2%,1%,?
O=C(Nc1nncs1)C1c2ccccc2Oc2ccccc21,0%,12%,?,15,-15,3%,3,4%,/,0
CC(C)c1ccc(-c2noc(C3CCCN(C(=O)c4ccc(F)cc4F)C3)n2)cc1 (stereo not drawn),-5%,-4%,-42%,-24,15,-15%,0,-3%,-14%,0
c1csc(CNCCN2CCOCC2)c1,5%,-2%,-3%[7.66 µM],10,-11,-2%,0,0%,7%,-1
COc1cc(OC)c(S(=O)(=O)NCc2ccco2)cc1S(=O)(=O)NCc1ccco1,-7%,2%,17%,-8,3,-3%,5,0%,3%,2
O=C(CCc1nnc2ccc(N3CCCC3)nn12)Nc1ccc(F)c(F)c1,27%,5%,-9%,1,10,2%,1,-1%,-3%,2
COc1ccc(C2(O)CCN(C(=O)Cc3cccnc3)CC2)cc1,4%,3%,-10%,12,-2,-2%,3,-2%,2%,-1
CC(=O)Nc1ccc(S(=O)(=O)N2CCN(c3cc4c(cc3[N+](=O)[O-])n(C)c(=O)n4C)CC2)cc1,0%,?,-26%,14,37,-14%,0,-4%,4%,-2
CC(=O)Nc1ccc(C(=O)NCC(=O)OCc2ccccc2F)cc1,4%,-1%,5%,12,4,1%,5,-3%,-3%,-4
O=C(c1ccc(COc2ccccc2Br)cc1)N1CCCCC1,15%,-2%,-27%,-1,-5,-4%,-2,-2%,1%,?
CCN1CCN(CC(=O)Nc2nc3ccccc3s2)CC1,-11%,0%,-12%,-17,6,5%,2,4%,-2%,-3
CSc1nc2ccccc2cc1/C=C(\C#N)c1ccc(Cl)c(Cl)c1,-8%,4%,21%,0,1,7%,1,-3%,8%,1
CC(=O)NCCC(=O)N1CCCC(N2CCN(c3cccc(Cl)c3)CC2)C1 (stereo not drawn),-5%,-6%,-29%,-7,-9,3%,3,2%,0%,-1
COc1ccc(C(=O)/C=C/c2cccnc2)c(OC)c1,4%,-2%,-75%[inhibitor],2,9,-1%,0,0%,2%,1
CCCCn1c(N)c(N(CC(C)C)C(=O)c2cc3c(s2)CCC3)c(=O)[nH]c1=O,/,/,8%,-2,-3,4%,/,/,3%,-3
Cc1cc(C)cc(N(C(=O)CNC(=O)c2ccco2)C(C(=O)NC2CCCCC2)c2cccnc2)c1 (stereo not drawn),23%,1%,?,-6,-10,4%,-1,0%,5%,-3
c1ccc(CSCc2nc3ccccc3[nH]2)cc1,-4%,/,4%,-9,0,2%,0,0%,2%,?
Cc1cc(C)cc(NC(=O)CCOc2ccccc2)c1,18%,-7%,-15%,9,-5,-2%,-2,-1%,13%,4
COCCN(C(=O)COC(=O)c1ccc(-c2ccccc2)cc1)c1c(N)n(Cc2ccccc2)c(=O)[nH]c1=O,/,/,-9%,5,1,-2%,/,/,/,/
O=C(NCc1ccco1)c1n[nH]c(=O)c2ccccc12,-7%,3%,14%,20,-27,5%,0,0%,1%,-5
CC1CCN(Cc2c(C(=O)N3CCc4ccccc4C3)nc3ccc(Cl)cn23)CC1,-2%,2%,?,0,-6,4%,/,-1%,-11%,?
CC(C)CNS(=O)(=O)c1cc(C(=O)OCC(=O)c2ccc3c(c2)OCCO3)c(Cl)cc1Cl,13%,-3%,2%,-16,3,-11%,-2,1%,-1%,2

# The last 2 records of the section above lead into the next.
SMILES,MLL CXXC-DNA inh,MBNL1-CUG inh,Integrin act MD,KCNH2 3.1 inh,KCNH2 WT inh,ASM inhibitor,Coupling enz,GALK inh,A-T KAP1 phos,TRPV1 agonist
CC1CCN(Cc2c(C(=O)N3CCc4ccccc4C3)nc3ccc(Cl)cn23)CC1,-2%,2%,?,0,-6,4%,/,-1%,-11%,?
CC(C)CNS(=O)(=O)c1cc(C(=O)OCC(=O)c2ccc3c(c2)OCCO3)c(Cl)cc1Cl,13%,-3%,2%,-16,3,-11%,-2,1%,-1%,2
CCOc1ccccc1NC(=O)COC(=O)C1CCC1,/,/,-10%,2,-13,2%,/,/,/,/
COc1ccc(CNC(=S)Nc2ccc(OC)cc2)cc1,1%,-15%,-10%,-14,-30,-1%,3,4%,-1%,23
CCOc1cc(-c2nnn(CC(=O)N3CCCCC3)n2)ccc1OC,-5%,0%,13%,11,4,-1%,-2,0%,-3%,3
O=c1[nH]c(O)c(/C=C2\C=Nc3ccc(Br)cc32)[nH]1,13%,12%,-1%,6,-5,0%,-2,0%,3%,5
CCOc1ncccc1C(=O)OCC(=O)c1ccc(F)cc1,-3%,-1%,-13%,-1,1,-3%,-1,1%,1%,10
COC(=O)C1=C(CN2CCN(C)CC2)NC(=O)NC1c1cc(C)ccc1C (stereo not drawn),3%,2%,18%,16,39,2%,0,2%,-3%,11
COc1ccc(NC(=O)CSc2nnc(Cc3cccs3)n2C)cc1,/,/,-7%,0,-1,-3%,/,/,-5%,1
Cc1ccc2nc3c(cc(C(=O)NCc4ccccc4)c(=N)n3CCCn3ccnc3)c(=O)n2c1,/,/,28%,19,3,i,/,/,/,/
Cc1cc(C)n(-c2cc(N3CCN(S(=O)(=O)c4ccc(Br)cc4)CC3)ccc2[N+](=O)[O-])n1,4%,6%,2%,-81*,-2,-5%,-2,-1%,-3%,?
CCOC(=O)n1c(=O)n(Cc2ccc(Cl)cc2Cl)c2ccccc21,1%,0%,-15%,-22,5,-9%,4,0%,4%,2
CCSc1nnc(NC(=O)Cn2cnc3ccccc3c2=O)s1,-6%,?,5%,-7,10,0%,2,/,-5%,-8
CCc1cc(=O)oc2c(C)c(OCC(=O)NC3CC(C)(C)NC(C)(C)C3)ccc12,-2%,-4%,0%,11,27,9%,/,6%,-11%,-1
Cc1cccc(-n2c(N)cc(=O)[nH]c2=S)c1,0%,-6%,-2%,0,-4,4%,-1,3%,10%,-3
COC(=O)Cn1c(=NC(=O)c2sc3ccccc3c2Cl)sc2cc(S(N)(=O)=O)ccc21,0%,21%,-16%,7,2,46%[activator],1,0%,2%,3
COc1ccc(CCNC(=O)C(=O)NCC2OCCN2S(=O)(=O)c2ccc(C)cc2)cc1OC (stereo not drawn),/,-3%,-2%,3,11,3%,0,/,4%,4
CCOC(=O)c1ccc(NC(=O)N2CCN(C(=O)c3ccco3)CC2)cc1,1%,-1%,16%,-19,-2,4%,0,5%,6%,0
CCOC(=O)c1ccc(NC(=O)CCc2ccc(C)o2)cc1,6%,1%,-32%,-10,0,0%,-6,1%,2%,-1
CCCC(O)(CCN1CCOCC1)c1ccc(Br)cc1 (stereo not drawn),-16%,1%,7%,-14,15,0%,0,0%,4%,26
COc1cc(S(=O)(=O)NCc2ccccc2)ccc1-n1cnnn1,19%,3%,5%,-10,2,2%,0,-2%,1%,0
CCOC(=O)N1CCC(N2CCCC(C(=O)c3cc(C)c(OC)c(C)c3)C2)CC1 (stereo not drawn),-2%,10%,-39%[inhibitor],4,5,0%,2,6%,5%[11.5 µM],0
Fc1ccc(NC(=S)Nc2ccc(Cl)cc2)cc1,-2%,-2%,-21%,15,i,-1%,0,6%,-3%,1
O=C(CSc1nnnn1C1CCCCC1)NCc1cccs1,-4%,-8%,0%,8,-11,-7%,7,1%,9%[11.5 µM],3
COc1cc(OC)c(CN2CCc3c([nH]c4ccccc34)C2)cc1Br,36%[activator],8%,0%,-17,-5,-2%,1,-6%,6%,-1
CC(C)NC(=O)NNc1c(Cl)cncc1Cl,0%,9%,-7%,-4,-7,-1%,-4,0%,0%,13
O=C(NC1=NCCS1)C12CC3CC(CC(C3)C1)C2,7%,-5%,14%,-1,5,-1%,3,4%,-4%,6
